Screens (PubChem)
NCF1 inh – blocks human p47phox regulatory protein of NADPH oxidases | P14598 | p47phox/p22phox peptide binding, fluorescence polarization, 2 h | inhibition, % at 24.7 µM | 220,000 compounds, 0.53% hits | AID 1274;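 active = inhibition above about 30%, limit read from the data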;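 also: 0% = p47phox with labelled peptide and 100% = labelled peptide alone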
Target sequence (P14598 whole entry, looked up): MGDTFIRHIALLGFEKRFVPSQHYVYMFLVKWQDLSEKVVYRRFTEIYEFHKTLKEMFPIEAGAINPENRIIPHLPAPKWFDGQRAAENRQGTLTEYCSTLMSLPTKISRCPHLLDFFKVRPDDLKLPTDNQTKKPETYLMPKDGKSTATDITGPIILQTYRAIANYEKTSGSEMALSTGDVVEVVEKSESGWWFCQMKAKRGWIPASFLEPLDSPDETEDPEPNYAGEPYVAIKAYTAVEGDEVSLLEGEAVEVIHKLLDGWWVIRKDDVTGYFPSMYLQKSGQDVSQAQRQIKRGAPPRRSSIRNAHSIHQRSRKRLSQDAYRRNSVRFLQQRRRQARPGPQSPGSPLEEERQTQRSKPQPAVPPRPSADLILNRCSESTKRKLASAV
p97 ATPase inh – human p97 ATPase inhibition. P55072. recombinant p97 ATPase, Kinase-Glo ATP luminescence, 3 h. inhibition, % at 8 µM. 220,000 compounds, 0.42% hits; in the data active = inhibition above about 15%;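 also: 0% = DMSO vehicle and 100% = wells lacking enzyme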
Ba/F3 V617F tox – loss of viability in JAK2V617F-driven Ba/F3 cells | Ba/F3 EpoR-JAK2V617F viability, ATP luminescence | AID 1446 | 220,000 compounds, 1.1% hits | inhibition, % at 5.6 µM;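 active = inhibition above the campaign mean plus 3 SD over all tested compounds, cut at about 24% in these data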;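 also: cytokine-independent growth of Ba/F3 cells driven by EpoR plus mutant JAK2; 0% = DMSO-treated cells and 100% = JAK inhibitor I control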
Furin inh – inhibitors of human furin | purified furin, fluorogenic substrate cleavage | inhibition, % at 30 µM | 220,000 compounds, 0.061% hits | P09958; in the data active = inhibition above about 25%; also: inactives centre near -15
EP2 antag – inhibitors of human EP2 prostaglandin E2 receptor; P43116; C6 glioma cells expressing human EP2, cAMP TR-FRET; cells stimulated with saturating PGE2; inhibition, % at 25 µM; 260,000 compounds, 0.52% hits;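 active = percent inhibition above 40 after rounding to a whole number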;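 also: rat C6 glioma host cells with rolipram phosphodiesterase inhibitor present; the protocol text gives 20 µM as final concentration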
Target sequence (P43116 whole entry, looked up): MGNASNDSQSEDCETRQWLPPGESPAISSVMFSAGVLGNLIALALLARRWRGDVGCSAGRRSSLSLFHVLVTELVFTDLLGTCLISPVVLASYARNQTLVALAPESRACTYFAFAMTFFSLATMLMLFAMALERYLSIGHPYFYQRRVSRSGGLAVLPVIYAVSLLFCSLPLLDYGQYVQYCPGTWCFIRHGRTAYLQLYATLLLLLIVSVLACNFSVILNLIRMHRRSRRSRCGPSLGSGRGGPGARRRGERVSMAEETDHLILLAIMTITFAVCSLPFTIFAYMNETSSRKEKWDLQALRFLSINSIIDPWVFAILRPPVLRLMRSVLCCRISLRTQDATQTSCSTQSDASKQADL
BaF3 tox – counter-screen for JAK2V617F inhibitors: parental Ba/F3 viability inhibitors. CellTiter-Glo ATP luminescence. 220,000 compounds, 1.1% hits. inhibition, % at 5.6 µM;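 active = inhibition above a per-campaign cutoff, the mean inhibition of all tested compounds plus 3 SD, cut at about 27% in these data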;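 also: 0% = DMSO wells and 100% = JAK Inhibitor I control wells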
RBBP9 inh – human RBBP9 hydrolase inhibition; O75884; recombinant RBBP9, FP-Rh probe fluorescence polarization; inhibition, % at 7.94 µM; 220,000 compounds, 0.2% hits; AID 1515;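 active = inhibition above the campaign mean of all tested compounds plus 3 SD, cut at about 14% in these data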;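 also: plate controls were DMSO wells with RBBP9 for no effect and wells lacking RBBP9 protein for full effect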
Target sequence (O75884 whole entry, looked up): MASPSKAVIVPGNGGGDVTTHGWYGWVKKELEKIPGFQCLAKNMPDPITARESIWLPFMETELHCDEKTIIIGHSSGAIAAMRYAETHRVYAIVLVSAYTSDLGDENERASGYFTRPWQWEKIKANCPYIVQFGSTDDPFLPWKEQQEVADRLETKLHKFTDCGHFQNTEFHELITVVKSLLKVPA
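Test system: recombinant human RBBP9. Quantity: 2.5 µM RBBP9 dispensing solution, before mixing. Detection: FP readout at 525/598 nm. Reagent: Serine-hydrolase probe FP-Rh, 375 nM pre-mixing. Measure: % inhibition. Control set: DMSO-treated enzyme wells and wells lacking RBBP9. Buffer or medium: Tris-NaCl-Pluronic buffer, pH 8.0. Times: preincubation 30 min plus labeling 45 min at 25 °C.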
TbHK1 inh – T. brucei hexokinase 1 inhibition; 220,000 compounds, 0.11% hits; inhibition, % at 10 µM; AID 1430; recombinant TbHK1, G6PDH-coupled NADH A340;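 active = inhibition of 50% or more in the single-dose primary screen; inactive = inhibition below 50%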
PPC-1+TRAIL kill – kills PPC-1 cancer cells in the presence of TRAIL | PPC-1 cells + TRAIL, ATPLite viability luminescence | cell killing (% activity), % at 4 µM | 220,000 compounds, 0.41% hits | AID 1443;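 active = cell killing above 50% in the first pass at 4 µM, then a duplicate retest at 5 µM averaging 50% or more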;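 also: plate controls were cells with TRAIL plus DMSO for no effect and medium-only wells lacking cells for full effect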
Starred values were filed as active, the others as inactive; . = no result given; & = joins results of further samples; [ ] = another dose, or the depositor's remark.

SMILES	NCF1 inh	p97 ATPase inh	Ba/F3 V617F tox	Furin inh	EP2 antag	BaF3 tox	RBBP9 inh	TbHK1 inh	PPC-1+TRAIL kill
Cc1ccc(-c2nnn(CC(=O)N(c3ccccc3)C(C(=O)NC3CCCC3)c3ccco3)n2)o1 (stereo unspecified)	-17	0	-6	-12[20 µM]	5	1	-2	-5	23
O=C1COc2ccc(OCc3ccc(F)cc3)cc21	-11	-3	0	-5	2	3	-11	-9	-6
COc1ccc2[nH]c3c(=O)n(Cc4ccc(C(=O)N5CCCCCC5)cc4)c(=S)[nH]c3c2c1	-8	3	2	-5	4	7	6	14	7
CC(C)(C)c1ccc(/C=C/C(=O)Nc2nncs2)cc1	-8	1	0	-18	7	4	-10	-10	28
CCc1cccc2c(C(=O)COC(=O)c3ccccc3)c[nH]c12	-39	5	-3	-19	-1	7	-4	-3	22
COc1cccc(CNC(C)C(=O)Nc2ccc3c(c2)OCCO3)c1 (stereo unspecified)	-8	-2	5	-28	10	5	-1	8	9
O=C(/C=C/c1ccccn1)c1cc(Br)ccc1O	6	3	-1	-10	9	0	-5	-10	4
CN(c1ccc(C(=O)N2CCc3ccccc3C2)cc1)S(C)(=O)=O	-6	-4	1	-13[20 µM]	11	9	-9	2	10
COc1ccccc1CNC(=O)CC(C)C	8	3	-2	-11[20 µM]	7	3	3	2	18
CCOC(=O)c1sc2ncnc(N3CCN(c4ccc(OC)cc4)CC3)c2c1C	-6	-1	-4	-15	8	1	-4	5	20

Two compounds from above, showing only PPC-1+TRAIL kill.
molecule	PPC-1+TRAIL kill
COc1ccc2[nH]c3c(=O)n(Cc4ccc(C(=O)N5CCCCCC5)cc4)c(=S)[nH]c3c2c1	7
O=C(/C=C/c1ccccn1)c1cc(Br)ccc1O	4

(continued)
SMILES	NCF1 inh	p97 ATPase inh	Ba/F3 V617F tox	Furin inh	EP2 antag	BaF3 tox	RBBP9 inh	TbHK1 inh	PPC-1+TRAIL kill
CS(=O)(=O)c1ccc(C(=O)NCC2(N3CCCCC3)CCCCC2)cc1	5	-5	2	-20	2	5	-6	9	21
O=C(O)c1ccccc1/C=N/Nc1ccc(S(=O)(=O)N2CCOCC2)cc1[N+](=O)[O-]	-5	4	4	7	7	-6	-7	-68	-3
Cc1ccc(C(=O)NC(O)C(Cl)Cl)cc1 (stereo unspecified)	-4	5	-5	-12	9	2	-7	-5	-4
Cn1nnc2cc(C(=O)NC3CC3)ccc21	0	1	5	-13[20 µM]	12&12	7	0	2	12
Cc1ccccc1Oc1ccc(Oc2ccccc2C)nn1	-6	2	-2	-20	7	2	-2	3	-8
Nc1c([N+](=O)[O-])c(=O)oc2ccccc12	-87	4	0	-12	8	3	-9	-31	-26
O=C(/C=C/c1ccc(Cl)cc1Cl)c1nc2ccccc2[nH]1	10	2	-4	-3[20 µM]	3	0	-5	9	27
O=C(O)c1ccc(Cl)c(S(=O)(=O)Nc2cccc(C(=O)Nc3cccc(C(F)(F)F)c3)c2)c1	-13	8	-2	-18	4	-2	-7	-3	18
COc1ccccc1/C=C\C=N\n1c(-c2ccc(Cl)cc2)n[nH]c1=S	8	-2	3	-8	14	11	-3	-13	33
Cc1ccc(C(=O)NCCn2c(N)c(C#N)c3nc4ccccc4nc32)cc1	-46	1	-1	-24	9	1	-10	-2	73*
Nc1nn(S(=O)(=O)c2ccccc2)cc1-c1cccc([N+](=O)[O-])c1	-1	5	3	-19	2	2	-10	0	11
Cc1nc(-c2cc(C#N)c(Sc3cccc(C(F)(F)F)c3)nc2C)cs1	-2	-5	1	-16	2	-2	-1	-12	-10
O=C(CCc1ccc(S(=O)(=O)NCCc2ccccc2)cc1)Nc1ccc2c(c1)OCCO2	0	0	0	-22	6	5	-5	4	9
COc1ccc(/C=C(/CC(=O)Nc2ccccc2)c2nc3ccccc3s2)cc1	-25	2	-1	-1	3	4	-7	-8	15
COc1ccc(OC)c(Nc2nc(-c3cccs3)cs2)c1	-12	7	-1	-17[20 µM]	12	4	4	-5	13
CCCCc1c(O)n2c(nc3ccccc32)[nH]c1=O	-11	-2	-2	-25[20 µM]	7	6	-8	2	22
COc1ccccc1N1CC(C(=O)OCC(=O)c2ccc(F)cc2)CC1=O (stereo unspecified)	-1	0	-1	-4	4&17	1	3	13	18
Cc1ccccc1Cn1c(C(=O)OC(C)C)cc2c1ccn2C	-11	-3	0	-10[20 µM]	2	0	-2	-7	16
CCOC(=O)c1sc(NC(=O)CSc2nc3c(cc2C#N)CCCCC3)c(C#N)c1C	-4	6	-4	-10[20 µM]	20	4	-5	3	14
Cn1c(=O)c2c(nc(SCCN3CCCCC3)n2Cc2ccccc2)n(C)c1=O	7	-4	-1	-19	7	0	-6	-4	-22
CN(CCCCCCCCC(=O)/C=N/O)Cc1ccccc1	8	-2	-3	-24[20 µM]	7	4	10	9	-4
COc1cc(C2CC(=O)c3cnc(NC(C)=O)nc3C2)cc(OC)c1OC (stereo unspecified)	2	3	-3	-28[20 µM]	14	3	-2	9	14
Cc1ccc(-c2cc(C(F)(F)F)n3nc(C(=O)Nc4ccon4)cc3n2)cc1C	-23	3	-2	-31	2	-5	3	-14	27
CCC(=NC(C)c1ccccc1)c1c(O)n(C)c(=O)n(C)c1=O (stereo unspecified)	-4	-5	5	-6[20 µM]	8	13	-4	-1	-7
O=[N+]([O-])c1ccc(N/N=C/c2ccc(OCc3cccc4ccccc34)cc2)nc1	-24	1	0	-23	8	5	2	-6	.
COc1ccc(NC(=O)Cn2nc(C(F)(F)F)c3c2CCCC3)cc1OC	4	-3	3	-19[20 µM]	7	5	-2	-8	10
NC1=NC[C@H](Cc2ccc(O)cc2)N1CCC12CC3CC(CC(C3)C1)C2	-7	.	.	-20	8	.	.	13	22
COc1ccc(-c2nn(C)c(=O)c3ccccc23)cc1CNC(=O)c1ccco1	-14	2	-1	-24[20 µM]	15	1	-8	1	4
O=c1c2sccc2nc(SCc2cc(=O)n3ccccc3n2)n1Cc1ccccn1	-6	2	-2	-5	8	2	-2	-18	0
O=C(NC1CCCCC1)c1cc2nc(-c3ccco3)cc(C(F)(F)F)n2n1	-9	0	2	-12[20 µM]	16&13	6	-5	-4	15
COc1ccc(OCC(=O)Nc2ccccc2OC)cc1	2	1	0	-14	7	3	1	0	-19
CCCn1c(NCc2ccco2)nc2ccccc21	-7	-4	4	-25[20 µM]	8	12	-12	4	3
CCOc1ccccc1C(=O)NC(C(=O)Nc1ccccc1N1CCOCC1)C(C)C (stereo unspecified)	-46	-4	-6	-11	4	0	-6	-8	-8
CC(=O)NC(C)c1nc2ccccc2n1CC(=O)N1C(C)CCCC1C (stereo unspecified)	-5	4	3	-13	2	2	-6	-2	1
O=C(CSc1nnc(CNc2ccc(Cl)cc2)n1Cc1ccccc1)NCc1ccco1	-13	5	-3	-3	14	4	9	-3	-2
Cc1ccc(-n2nnnc2Sc2nc([N+](=O)[O-])nn2C)cc1	-3	2	-2	-11	6	0	3	-1	17
O=C(Nc1cccnc1)c1ccc(F)cc1	6	1	2	-14[20 µM]	8&24	4	2	1	8
CCOc1ccccc1NC(=O)N1CCC(c2nc3ccc(C)cc3[nH]2)CC1	0	5	-2	-10	6&11	5	-5	-2	-9
Cc1cc(N2CCN(c3ccccc3)CC2)n2ncnc2n1	5	5	-3	-28	6	6	-3	-1	6
Fc1ccc(SCCc2ccncc2)cc1	-5&-23	2&0	-2&4	-20&-12[20 µM]	11&22	-4&8	-5&6	0&1	20&-5
Cn1c(=O)[nH]c(=O)c2c1nc(SCCN1CCOCC1)n2Cc1ccccc1	6	5	-4	-21[20 µM]	18	1	1	1	7
COc1ccc(CN2C=C3C(=O)C(C)(OC(=O)CCc4ccccc4)C(=O)C=C3C=C2c2ccc(C#N)cc2)cc1 (stereo unspecified)	-13	.	.	-10	10	.	.	-9	4
O=C(CCSc1nc(-c2ccco2)cc(C(F)(F)F)n1)NCCN1CCOCC1	-3	1	-3	-4	20&13	0	-2	-18	3
CCN1CCc2nc(NC(=O)CC(c3ccccc3)c3ccccc3)sc2C1	-4	10	-2	-14[20 µM]	19	7	-10	-4	14
O=C(Nc1ccn(Cc2cccc3ccccc23)n1)c1cccnc1	-33	1	3	-22	14	5	0	-11	17
FC(F)Sc1ccc(-n2cc(-c3ccc(Cl)cc3)[n+]3c2CCC3)cc1	-20	2	25*	-24	5	36*	-6	7	6
COC(=O)c1[nH]c2ccc(C)cc2c1NC(=O)CN1CCC(C)CC1	8	-3	1	-19[20 µM]	6	5	-1	-5	4
O=C(Nc1ccccc1N1CCCCC1)c1ccc(Cl)c([N+](=O)[O-])c1	-9	0	-1	-3	8	2	-6	3	30
Cc1[nH]c2ccccc2c1/C=N/Nc1nc(N2CCCCC2)nc(N2CCCCC2)n1	-8	-2	1	0	4	3	-9	-16	20
Cc1cccc2cc(C(c3nnnn3CC3CCCO3)N3CCCc4ccccc43)c(=O)[nH]c12 (stereo unspecified)	-7	1	-3	-11	6	1	-9	-8	-2

As entered above:
NCF1 inh, O=C(Nc1ccccc1N1CCCCC1)c1ccc(Cl)c([N+](=O)[O-])c1 → -9
NCF1 inh, FC(F)Sc1ccc(-n2cc(-c3ccc(Cl)cc3)[n+]3c2CCC3)cc1 → -20
NCF1 inh, O=C(CCSc1nc(-c2ccco2)cc(C(F)(F)F)n1)NCCN1CCOCC1 → -3
Ba/F3 V617F tox, COC(=O)c1[nH]c2ccc(C)cc2c1NC(=O)CN1CCC(C)CC1 → 1
BaF3 tox, O=C(Nc1ccn(Cc2cccc3ccccc23)n1)c1cccnc1 → 5

Following part:
SMILES	NCF1 inh	p97 ATPase inh	Ba/F3 V617F tox	Furin inh	EP2 antag	BaF3 tox	RBBP9 inh	TbHK1 inh	PPC-1+TRAIL kill
O=C(COC(=O)CCCc1nc2ccccc2s1)NC(=O)NCc1ccco1	-10	0	0	-11	4	1	-1	1	16
CC(NCc1cccs1)C(=O)NC1CCCCC1 (stereo unspecified)	2	7	-5	-27	5	1	-2	0	16
O=C(Nc1ccccc1N1CCN(C(=O)c2ccccc2)CC1)c1ccc(Cl)cc1	-5	-3	4	-12	4	0	-5	5	28
CC1CCC(C(=O)NC(C(=O)N2CCc3ccccc3C2)C(C)C)CC1 (stereo unspecified)	7	-4	3	-16[20 µM]	2	6	-7	-2	11
O=C1C(Cl)=C(Nc2ccc(O)cc2)C(=O)c2ccccc21	-11	-7	39*	2	26	59*	2	-10	29[5 µM]
CC1CCN(C(c2nnnn2CCc2ccccc2)C(C)C)CC1 (stereo unspecified)	-1	-4	-1	-19	3	2	-1	-5	-24
CCN(CC)S(=O)(=O)c1ccc2[nH]cc(C(=O)NCCN3CCCCC3C)c(=O)c2c1 (stereo unspecified)	-1	-1	0	-27	.	3	-5	-6	21
CC(=O)Nc1ccc(C(=O)n2nc(C)cc2C)cc1	-1	4	-3	-6	11	-4	10	-5	7
Cc1ccccc1C(=O)NC(NC(=O)c1ccccc1C)c1cccc([N+](=O)[O-])c1	-15	3	-4	-17	9	-1	-5	-4	-4
CCCOC(=O)c1c(NC(=O)CCCn2nc([N+](=O)[O-])cc2C)sc(C(=O)OC)c1C	-13	2	-5	-28	8	1	-5	1	12
CCc1nnc(NC(=O)CSc2nnc(-c3ccccc3O)n2-c2ccc(C)cc2C)s1	-13	5	0	-16[20 µM]	9	2	-10	4	-1
COc1ccc(NS(=O)(=O)c2cccc(NC(=O)NCCCl)c2)cc1	1	2	0	-17	8	0	-15	0	-2
COC(=O)c1scc(C)c1NC(=O)CC1NCCNC1=O (stereo unspecified)	2	2	-2	-8	5	-3	-4	-10	21
S=C(NCCc1ccccc1)N1CCn2cccc2C1c1ccncc1 (stereo unspecified)	-5	4	-4	-17	8	0	3	-6	12

An excerpt. The share of hits here may be higher or lower than overall.
